GAA inhib = inhibitors of human lysosomal alpha-glucosidase | P10253 | purified human GAA, 4-MU-alpha-glucoside fluorescence | Potency, µM (doses to about 76.9 µM), for the others: at the top dose activity change, negative = inhibition, hits mostly inhibitors | 0.005% of 200,000 active | AID 1466;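 further: plate controls were uninhibited enzyme wells for no effect and no-enzyme background for full effect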
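Fluorogenic assay: 4 nM human alpha-glucosidase with 400 uM 4-methylumbelliferyl-alpha-D-pyranoside in 50 mM citrate/phosphate, 0.005% Tween-20, pH 5.0, 20 min at room temperature. Compounds tested up to 77 uM; AC50 from Hill fits.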
GAA glycogen = alters human alpha-glucosidase cleavage of glycogen | Potency, µM (titrated, usually from 76.4 µM), without a hit: at the highest dose activity change, negative = inhibition, most hits filed as inhibitors | AID 2100 | 0.38% of 300,000 active | recombinant GAA, glycogen substrate, Amplex Red glucose oxidase fluorescence;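 further: 0% = full enzyme reaction and -100% = no-enzyme basal signal; the screen sought inhibitors and activators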
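Recombinant enzyme (4 nM final) with compounds titrated up to 77 uM and bovine liver glycogen (30 ug) in citrate pH 5.0, 0.01% Tween-20, 37 C 40 min. Released glucose detected by Amplex Red/glucose oxidase (Ex 573/Em 610); AC50 from Hill fits.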
RGS12 GoLoco inh = blocks human Gai1 binding to RGS12 GoLoco peptide, red readout; Gai1:RGS12 GoLoco peptide FP, rhodamine, 10 min; Potency, µM (titrated, usually from 61.6 µM), for inactives: at the highest dose activity, negative = inhibition, actives largely listed as inhibitors; 0.44% of 230,000 active; active means well fitted inhibition curve with a large enough effect, not every such curve was filed as active; inactive means no such curve, though single readings can be large or run the other way; further: on the % scale 0 is the no-effect control and ±100 the full control effect; nearly all actives have a fitted effect of over 30% in size; many of its hits are not listed in these tables
SMN2 splice enh = increases expression of the SMN2 splice variant; HEK293 SMN2-luciferase splicing reporter, luminescence, 30-36 h; Potency, µM (top dose mostly 46.1 µM), for the others: top-dose activity change, positive = activation, hits mostly activators; 2.8% of 210,000 active; further: % of control where 0% means no effect; nearly all actives have a fitted effect of over 55% in size
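HEK293 cells carry an SMN2 […]–luciferase reporter in which exon 7 inclusion puts luciferase in frame. Cells were plated 10-12 h before compound addition, then incubated 30-36 h at 37C. ONE-Glo luminescence was read; sodium butyrate at 4.5 mM final served as control.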
GLA spleen mod = inhibitors or activators of human alpha-galactosidase in spleen homogenate. human spleen homogenate, 4MU-alpha-Gal fluorescence, 40 min. AID 2107. Potency, µM (top dose mostly 80 µM), inactives show top-dose activity change, negative = inhibition, usual class: inhibitors. 0.008% of 240,000 active. P06280;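 further: 0% = enzyme with vehicle and -100% = no enzyme basal signal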
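Fluorogenic readout (Ex 365/Em 440 nm) of 4-methylumbelliferone released from 1 mM 4-MU-alpha-galactoside by spleen homogenate, 40 min at 37C, pH 5.0. Data normalized to no-enzyme and enzyme controls; Hill-equation AC50 from compound titrations.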
ALDH1A1 inh = inhibitors of human aldehyde dehydrogenase 1A1. P00352. Purified ALDH1A1, NADH fluorescence, propionaldehyde substrate. Potency, µM (doses to about 75.3 µM), without a hit: at the highest dose activity, negative = inhibition, actives largely listed as inhibitors. 7.3% of 220,000 active; active means well fitted inhibition curve with a large enough effect, not every such curve was filed as active; inconclusive means small, poorly fitted or top-dose-only effect, or another doubt; inactive means no such curve, though single readings can be large or run the other way;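 further: plate controls were no enzyme wells and a reference inhibitor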
Target sequence (P00352 whole entry, looked up): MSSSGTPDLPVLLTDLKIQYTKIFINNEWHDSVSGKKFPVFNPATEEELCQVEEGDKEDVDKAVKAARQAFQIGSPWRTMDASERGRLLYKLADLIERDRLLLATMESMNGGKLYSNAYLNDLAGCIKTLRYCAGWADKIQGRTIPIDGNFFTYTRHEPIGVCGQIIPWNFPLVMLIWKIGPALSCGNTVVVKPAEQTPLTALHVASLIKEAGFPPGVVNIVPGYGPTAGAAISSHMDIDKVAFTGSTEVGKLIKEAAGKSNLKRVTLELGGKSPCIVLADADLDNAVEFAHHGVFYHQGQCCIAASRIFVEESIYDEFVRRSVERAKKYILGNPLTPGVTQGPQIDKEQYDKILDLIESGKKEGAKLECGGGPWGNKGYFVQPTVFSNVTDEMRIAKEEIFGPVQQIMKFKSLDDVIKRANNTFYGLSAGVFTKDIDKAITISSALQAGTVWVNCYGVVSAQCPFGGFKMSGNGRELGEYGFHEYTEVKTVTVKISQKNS
aGlu spleen mod = inhibits or activates alpha-glucosidase in human spleen homogenate | P10253 | human spleen homogenate, 4-MU-alpha-glucoside fluorescence | Potency, µM (doses to about 79.9 µM), for inactives: at the highest dose activity change, negative = inhibition, hits mostly inhibitors | 0.006% of 240,000 active | AID 2112;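 further: 0% = enzyme with vehicle and -100% = no enzyme basal signal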
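AC50 values come from Hill-equation fits of concentration-response data, normalized to no-enzyme and full-activity controls. Enzyme source: 1 ug human spleen homogenate; 1 mM fluorogenic 4-MU glucoside, pH 5.0 citrate buffer, 37 C, 40 min.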
KDM4E inh = blocks human JMJD2E demethylase activity; B2RXH2; JMJD2E catalytic domain, FDH-coupled NADH fluorescence (FDH is formaldehyde dehydrogenase); Potency, µM (top dose mostly 57.1 µM), inactives show top-dose activity change, negative = inhibition, hits mostly inhibitors; 1.6% of 230,000 active; AID 2147; active means well fitted inhibition curve with a large enough effect, not every such curve was filed as active; inconclusive means small, poorly fitted or top-dose-only effect, or another doubt; inactive means no such curve, though single readings can be large or run the other way;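 further: 0% = wells with enzyme and -100% = buffer wells without enzyme; nearly all actives have a fitted effect of over 50% in size; many of its hits are not listed in these tables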
Target sequence (B2RXH2 1-337 limits assumed): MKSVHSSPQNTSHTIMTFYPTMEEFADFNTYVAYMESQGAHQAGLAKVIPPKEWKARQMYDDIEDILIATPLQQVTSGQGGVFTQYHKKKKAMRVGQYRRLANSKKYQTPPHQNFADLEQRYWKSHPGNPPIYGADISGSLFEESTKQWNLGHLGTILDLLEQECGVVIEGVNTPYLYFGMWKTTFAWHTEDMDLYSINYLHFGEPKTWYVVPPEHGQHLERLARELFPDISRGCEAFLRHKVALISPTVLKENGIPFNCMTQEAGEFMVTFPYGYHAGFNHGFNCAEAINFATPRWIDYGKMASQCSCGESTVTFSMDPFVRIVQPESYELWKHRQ
* hit, by the source's call; ? = inconclusive; / = no result given; & = joins results of further samples; [ ] = another dose, or the depositor's remark. Unless noted, the call rests on the fitted dose curve; in most records, active means well fitted curve in the direction sought with a large enough effect; inconclusive means small, poorly fitted or top-dose-only effect, or another doubt; inactive means no such curve, though single readings can be large; an effect the other way counts as inactive or inconclusive. Potency means the concentration at half of the fitted maximal effect.

The first 8 entries as a preview:
cpd	mol	SMN2 splice enh	aGlu spleen mod	GLA spleen mod	GAA inhib	ALDH1A1 inh	KDM4E inh	GAA glycogen	RGS12 GoLoco inh
1	Cc1c(Br)c([N+](=O)[O-])nn1CC(=O)Nc1cccc2nonc12	12%	0%	-5%	0%	3%	-6%	17%	19%
2	CCOC(=O)c1cnc2nc(C)nn2c1N	10%	/	2%	-3%	-13%	-6%	-2%	3%
3	Cc1c(-c2ccc(Cl)cc2)[n+](=O)c2c(n1[O-])CCCC2	/	-3%	-1%	/	/	1%	7%	-7%
4	CCn1cc(C(=O)NCCCN2CCCC(C)C2)c(=O)c2cc(S(=O)(=O)N3CCc4ccccc4C3)ccc21 (configuration not stated)	-11%	0%	-4%	?	?	-1%	-1%	11%
5	CCn1c(CC(=O)Nc2ccc(C)cc2)nnc1SCC(=O)Nc1nc(C)cs1	-9%	-9%	-18%	-2%	0%	?	0%	8%
6	CCOC(=O)CN(c1ccccn1)S(=O)(=O)c1ccccc1	1%	-3%	-8%	-6%	?	?	2%	5%
7	CCOc1ccc(N=Cc2c(O)n(-c3cccc(C)n3)c(=O)c3ccccc23)cc1	-15%	-7%	1%	/	-3%	-12%	-8%	3%
8	CN1C(c2ccc(F)cc2)=CS/C1=C(\C#N)c1nnc2n1-c1ccccc1SC2	-14%	-2%	-7%	-2%	?	26%	9%	-2%

All compounds of this part, repeating the preview:
cpd	mol	SMN2 splice enh	aGlu spleen mod	GLA spleen mod	GAA inhib	ALDH1A1 inh	KDM4E inh	GAA glycogen	RGS12 GoLoco inh
1	Cc1c(Br)c([N+](=O)[O-])nn1CC(=O)Nc1cccc2nonc12	12%	0%	-5%	0%	3%	-6%	17%	19%
2	CCOC(=O)c1cnc2nc(C)nn2c1N	10%	/	2%	-3%	-13%	-6%	-2%	3%
3	Cc1c(-c2ccc(Cl)cc2)[n+](=O)c2c(n1[O-])CCCC2	/	-3%	-1%	/	/	1%	7%	-7%
4	CCn1cc(C(=O)NCCCN2CCCC(C)C2)c(=O)c2cc(S(=O)(=O)N3CCc4ccccc4C3)ccc21 (configuration not stated)	-11%	0%	-4%	?	?	-1%	-1%	11%
5	CCn1c(CC(=O)Nc2ccc(C)cc2)nnc1SCC(=O)Nc1nc(C)cs1	-9%	-9%	-18%	-2%	0%	?	0%	8%
6	CCOC(=O)CN(c1ccccn1)S(=O)(=O)c1ccccc1	1%	-3%	-8%	-6%	?	?	2%	5%
7	CCOc1ccc(N=Cc2c(O)n(-c3cccc(C)n3)c(=O)c3ccccc23)cc1	-15%	-7%	1%	/	-3%	-12%	-8%	3%
8	CN1C(c2ccc(F)cc2)=CS/C1=C(\C#N)c1nnc2n1-c1ccccc1SC2	-14%	-2%	-7%	-2%	?	26%	9%	-2%
9	CN(CCOc1ccc(Br)cc1)CC(=O)Nc1cccc(S(=O)(=O)NC2=NCCC2)c1	-25%	4%	13%	1%	5%	-6%	5%	9%
10	Cc1nnc(N/N=C/c2c(O)n(-c3cccc(C(F)(F)F)c3)c(=O)c3ccccc23)[nH]c1=O	/	-3%	-7%	-2%	3%	?	25µM*	51%[activator]
11	CCOC(=O)C1(CC2CCCCO2)CCN(S(=O)(=O)c2ccc(C)s2)CC1 (configuration not stated)	/	3%	8%	-28%	20µM*	2%	-10%	12%
12	CCCC(=O)N1CCCC(c2nc(-c3cccs3)no2)C1 (configuration not stated)	2%	6%	3%	1%	-5%	0%	6%	-7%
13	O=C(O)C1CCN(c2ncnc3ccc(-c4ccccc4C(F)(F)F)cc23)CC1	-3%	12%	-5%	/	-1%	0%	/	1%
14	C=C1CCN(C(C(=O)OC)C(C)C)S(=O)(=O)c2ccc(F)cc21 (configuration not stated)	/	-4%&-9%	7%&5%	/	/	-6%	-4%	2%
15	COc1ccc(N2CCN(C(=O)CSc3nnc4c(C)cc5cc(C)ccc5n34)CC2)cc1	-30%	-7%	12%	-2%	?	6%	-10%	-3%
16	COC(=O)c1ccc(NC(=O)c2ccccc2SC)cc1	?	-2%	22%	?	-5%	-3%	-2%	4%
17	CCOc1ccc(N2C(=O)CC(N3CCN(C(=O)CN4CCCC4)CC3)C2=O)cc1 (configuration not stated)	22%	-3%	-7%	?	16µM*	-6%	-4%	-7%
18	O=C(Nc1nc(-c2ccncc2)cs1)C1COc2ccccc2O1 (configuration not stated)	14%	-9%	-9%	2%	3.5µM*	0%	-2%	-10%
19	CC1CCN(CCCNC(=O)c2coc3nc4ccccc4nc23)CC1	12%	?	?	?	?	?	-4%	43%[activator]
20	O=C(COC(=O)c1cc[n+]([O-])cc1)Nc1ccc2c(c1)OCCO2	8%	-1%	-4%	2%	14µM*	-8%	2%	8%
21	COc1ccc(C(=O)/C=C/c2ccc3c(c2)OCCO3)cc1	/	0%	-13%	/	/	-7%	6%	-2%
22	O=C(c1ccccc1)N1N=C(c2ccco2)CC1c1cccs1 (configuration not stated)	/	-13%	16%	/	?	-16%	-13%	6%
23	Cc1c(NC(=O)c2nn3c(c2Br)NC(c2ccccc2)CC3C(F)(F)F)c(=O)n(-c2ccccc2)n1C (configuration not stated)	-5%	5%	-17%	-10%	10%	5%	8%	17%
24	CC1NC(=O)NC1CCCCCC(=O)NCCc1ccccc1 (configuration not stated)	-8%	-15%	9%	-15%	?	-6%	-17%	-10%
25	CCCOc1ccc(N2C(=O)C/C(=C\c3ccccc3)C2=O)cc1	/	-4%	6%	/	/	?	5%	-1%
26	N#Cc1nc(COc2ccccc2Cl)oc1N1CCCCCC1	-9%	-2%	-6%	0%	?	-7%	-1%	-1%
27	COC(=O)CNC(=O)COC(=O)c1ccc(Cl)nc1	-3%	-3%	-1%	-5%	16%	-5%	-12%	-5%
28	CCC(C)(C)NC(=O)C(c1cccn1C)N(C(=O)Cn1nnc2ccccc21)c1ccc(NC(C)=O)cc1 (configuration not stated)	/	-7%	-10%	13%	0%	-7%	21%	13%
29	O=C(CN1CCN(Cc2ccccc2)CC1)N/N=C/c1ccc(Br)s1	/	0%	3%	-6%	-4%	-4%	11%	6%
30	O=C(Nc1ccccc1N1CCN(c2ccc(F)cc2)CC1)C1CCCCC1	1%	-7%	-3%	-2%	-9%	-4%	3%	3%
31	CC1=NN(c2ccccc2)C(=O)/C1=C\c1cc(C)n(-c2cccnc2)c1C	/	0%	-3%	/	/	0%	5%	-2%
32	c1ccc(CSc2nnc(-c3cccs3)o2)cc1	?	3%	4%	-6%	-5%	0%	10%	-1%
33	CCOC(=O)CCP(=O)(O)C(O)(c1ccccc1)c1ccccc1	-40%[inhibitor]	-6%	-4%	-1%	7%	-1%	3%	-4%
34	CC(=O)N(CN1C(=O)C2CC=CCC2C1=O)c1cccc(Cl)c1 (configuration not stated)	/	4%	-3%	0%	1%	-5%	-23%	/
35	COC(=O)c1cn(NC(=O)C2CCCCC2)c(=O)c2ccccc12	-2%	2%	7%	-4%	-12%	2%	-7%	-9%
36	CCN(CC)c1ccc(C(=O)OCC(=O)Nc2cccc(S(=O)(=O)NC3=NCCCCC3)c2)cc1	-13%	2%	-1%	-3%	?	?	-13%	-5%
37	COc1ccc(CC(=O)Nc2ccc(OC)c(NC(=O)c3ccco3)c2)cc1	-13%	4%	8%	-13%	-6%	-5%	-1%	10%
38	COCCCNC(=O)c1c(F)c(F)c(F)c(F)c1F	-15%	-4%	-5%	-2%	10%	-6%	2%	-1%
39	CCOC(=O)c1nn(-c2ccccc2C)c(=O)c2c(N)scc12	7%	-3%	1%	-3%	9.5µM*	?	-12%	-11%
40	CCN(CC)CCOC(=O)C1c2ccccc2Oc2ccccc21	-9%	-2%	-7%	-10%	-1%	8%	4%	6%
41	CCN(CC)S(=O)(=O)c1cc(NC(=O)Cn2cnc3ccccc3c2=O)ccc1C	-43%[inhibitor]	-1%	2%	-9%	?	4%	-2%	5%
42	CCc1nnc(NC(=O)c2cc(S(=O)(=O)N3CCCCC3)ccc2N2CCOCC2)s1	6%	2%	-20%	0%	-4%	?	-1%	6%
43	CCCC(=O)NC(NC(=S)Nc1ccc(S(N)(=O)=O)cc1)C(Cl)(Cl)Cl (configuration not stated)	-11%	-7%	-2%	-8%	-1%	1%	14%	5%
44	CCOC(=O)N1CCN(C(=O)c2ccc(OC)c(S(=O)(=O)N3CCOCC3)c2)CC1	8%	2%	3%	0%	-4%	-1%	-4%	-3%
45	S=c1[nH]c2cc(Cl)ccc2s1	16%	-13%	-2%	4%	2.8µM*	?	?	-8%
46	CC(=C/c1ccccc1)/C=N/NC(=O)c1cc(C)oc1C	16µM*	-3%	-3%	-2%	13%	4%	14%	15%
47	CCOc1ccc(NC(=O)CC2SC(=O)N(c3ccccc3)C2=O)cc1 (configuration not stated)	/	-3%	10%	-6%	7.9µM*	2%	20µM*	7%
48	Cc1cccc(N(CC(=O)NC2CCCC2)C(=O)c2nsc(Cl)c2Cl)c1C	/	-1%	-8%	-8%	1%	-3%	6%	-6%
49	CC(C)(NO)/C(=N/O)c1cccs1	4%	2%	5%	-2%	?	-1%	?	-11%
50	CCOC(=O)c1c(C)c(C(=O)NC2CCCCCC2)c(C)n1C	4%	-3%	-3%	-1%	10%	-3%	-7%	-5%

Quoted at random: 2 compounds from above.
cpd	mol	SMN2 splice enh	aGlu spleen mod	GLA spleen mod	GAA inhib	ALDH1A1 inh	KDM4E inh	GAA glycogen	RGS12 GoLoco inh
26	N#Cc1nc(COc2ccccc2Cl)oc1N1CCCCCC1	-9%	-2%	-6%	0%	?	-7%	-1%	-1%
21	COc1ccc(C(=O)/C=C/c2ccc3c(c2)OCCO3)cc1	/	0%	-13%	/	/	-7%	6%	-2%

Only part of the results is shown; rates above refer to the full screens.
